Vif-A3F inh = inhibitors of Vif-A3F interaction | HeLa A3F-eYFP + Vif (tagged APOBEC3F with the HIV-1 protein that degrades it), YFP fluorescence increase | Potency, µM (series often up to 46.1 µM), inactives show top-dose activity, negative = active | 390,000 tested, 0.2% active | AID 602313; also: potency is read from the fitted curve at half-maximal effect; % of control where 0% means no effect; nearly all actives have a fitted effect of over 65% in size
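Fluorescence increase (Ex 488/Em 500-530) after overnight compound treatment at 37 deg C flags inhibition of Vif-driven A3F-eYFP loss in stable HeLa A3F-eYFP/Vif cells seeded overnight beforehand.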
RGS4 inhibitor = blocks human RGS4-accelerated GTP hydrolysis. P49798. Transcreener GDP fluorescence polarization, RGS4-accelerated GTP hydrolysis. Potency, µM (doses to about 114 µM), inactives show top-dose activity change, negative = inhibition, usual class: inhibitors. 390,000 tested, 0.039% active. AID 504845; also: potency is read from the fitted curve at half-maximal effect; % is scaled to controls: 0 for no effect and ±100 for the full control effect; nearly all actives have a fitted effect of over 75% in size; some results filed as inactive show a strong effect at the top dose
Target sequence (P49798 whole entry, looked up): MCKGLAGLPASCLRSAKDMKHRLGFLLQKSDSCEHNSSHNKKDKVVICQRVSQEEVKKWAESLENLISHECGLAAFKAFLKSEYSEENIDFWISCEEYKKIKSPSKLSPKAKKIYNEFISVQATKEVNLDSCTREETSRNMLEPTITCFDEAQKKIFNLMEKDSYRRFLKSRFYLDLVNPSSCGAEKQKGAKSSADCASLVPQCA
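MLSMR compounds (23 nl, pin-transferred) preincubated 10 min at room temperature with a 500nM (2x) first reagent, then RGS4 at 900nM (2x) plus Transcreener GDP mix added; fluorescence polarization (620/688 nm) read before and after 90 min at 30 °C.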
LDHA block = blocks human lactate dehydrogenase A. P00338. purified LDHA, NADH/diaphorase-resazurin fluorescence; active compounds read low. activity change, % (values are at about 110 or 230 µM). 480,000 tested, 0.15% active. AID 1347041; in the data active = activity change below about -30%; inconclusive = mostly about -25% to -30%;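 also: plate controls were DMSO wells for no effect and wells without enzyme for full effect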
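LDH5 2 nM; NADH 0.06 mM, pyruvate 0.2 mM; 200 mM Tris pH 7.4, EDTA, Tween-20; 5 min RT. Detection: diaphorase 0.133 mg/mL + resazurin 37 µM, fluorescence ex540/em590 at 0 and 20 min; normalized to enzyme-free and DMSO wells.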
Vif-APOBEC3G blk = inhibitors of Vif-APOBEC3G interaction; Q9HC16; HeLa A3G-eYFP + Vif (tagged APOBEC3G with the HIV-1 protein that degrades it), YFP fluorescence, overnight; Potency, µM (doses to about 46.1 µM), for inactives: at the top dose activity, negative = active, actives largely listed as inhibitors; 410,000 tested, 0.076% active;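 also: potency is read from the fitted curve at half-maximal effect; % is scaled to controls: 0 for no effect and ±100 for the full control effect; nearly all actives have a fitted effect of over 60% in size; hits raise eYFP signal because A3G escapes Vif-driven loss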
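HeLa cells stably expressing Vif and C-terminally eYFP-tagged A3G, seeded overnight at 37 deg C, then exposed to compound by pintool overnight at 37 deg C. Rise in yellow fluorescence (Ex 488/Em 500-530, Acumen) marks blocked Vif-driven A3G degradation.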
D2 ag = agonists of human D2 dopamine receptor; P14416; HEK293 T-REx D2 cells, calcium flux agonist mode; activation, % at 2 µM; 340,000 tested, 0.53% active; AID 485358;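 active = activation over 3 SD above normal in the single-dose calcium agonist read, cut at about 30% in these data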; also: 0% is about no effect
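In this primary screen, compounds producing a positive calcium signal within 180 s of addition to tetracycline-induced, force-coupled HEK293 Trex D2 cells are flagged; cells are dye-loaded with a no-wash calcium kit beforehand.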
D2 antagonist = D2 dopamine receptor (human) antagonism; inhibition, % at 10 µM; AID 485344; HEK293 TREx D2 cells, calcium flux, dopamine EC80; 340,000 tested, 2% active; P14416; in the data active = inhibition above about 30%; also: 0% is about no effect
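Measurement of antagonist activity uses fluorescent calcium dye in inducible HEK293 T-REx D2 cells: 10 s baseline, compound addition with 180 s read, EC80 dopamine addition with a further 180 s read.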
ALOX12 inh = ALOX12 (human) lipoxygenase inhibition; P18054; 580,000 tested, 1.1% active; purified 12hLO, xylenol orange hydroperoxide absorbance; Potency, µM (titrated, usually from 108 µM), without a hit: at the highest dose activity change, negative = inhibition, most hits filed as inhibitors; also: potency is read from the fitted curve at half-maximal effect; % is scaled to controls: 0 for no effect and ±100 for the full control effect
Target sequence (P18054 whole entry, looked up): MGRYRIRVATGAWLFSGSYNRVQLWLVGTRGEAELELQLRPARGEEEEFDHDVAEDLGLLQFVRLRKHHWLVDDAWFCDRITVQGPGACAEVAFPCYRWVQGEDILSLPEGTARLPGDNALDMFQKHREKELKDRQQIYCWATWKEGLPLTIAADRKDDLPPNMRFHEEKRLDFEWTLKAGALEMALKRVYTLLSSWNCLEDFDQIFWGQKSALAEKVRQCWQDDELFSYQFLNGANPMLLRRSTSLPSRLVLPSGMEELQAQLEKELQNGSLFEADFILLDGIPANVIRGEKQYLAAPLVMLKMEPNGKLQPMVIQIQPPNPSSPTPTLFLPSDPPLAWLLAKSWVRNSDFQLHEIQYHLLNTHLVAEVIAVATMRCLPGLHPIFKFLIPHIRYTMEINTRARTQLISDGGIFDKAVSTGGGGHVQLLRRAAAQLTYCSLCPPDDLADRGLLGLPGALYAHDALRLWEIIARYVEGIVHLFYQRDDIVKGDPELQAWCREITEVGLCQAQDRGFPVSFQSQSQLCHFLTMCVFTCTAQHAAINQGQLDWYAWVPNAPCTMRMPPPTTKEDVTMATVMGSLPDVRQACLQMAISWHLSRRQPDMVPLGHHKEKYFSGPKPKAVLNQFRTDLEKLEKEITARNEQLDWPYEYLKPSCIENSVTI
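Purified human 12hLO at 150 nM in 25 mM Hepes, 0.01% Triton X-100, pH 7.0, preincubated 15 min at room temperature with compound. Reaction started with 40 uM arachidonic acid, 30 min at room temperature. Hydroperoxide measured by Fe-xylenol orange, 573/405 nm absorbance ratio.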
GRP78 ERSR act = induces the endoplasmic reticulum stress response in human glioma cells. Potency, µM, without a hit: at the top dose activation, usual class: activators. 420,000 tested, 0.02% active. U87-MG GRP78 promoter luciferase reporter, 16 h; also: potency is read from the fitted curve at half-maximal effect; series mostly up to about 76 µM; % of control where 0% means no effect; nearly all actives have a fitted effect of over 35% in size
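ERSR induction read as luciferase luminescence (Bright-Glo, 10 min at room temperature) in stably transfected human U87-MG glioma cells exposed to compounds for 16 h, using GRP78 as sensor.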
ERG-DNA inh = ERG Ets/DNA interaction inhibition; P11308; fluorescence polarization, His-ERG Ets domain / labelled DNA; Potency, µM (highest dose often 76.9 µM), for the others: top-dose FP activity, negative = inhibition, actives largely listed as inhibitors; 370,000 tested, 0.028% active; AID 624246; active = well fitted inhibition curve with a large enough effect in the polarisation, with a control signal flat; inconclusive = small, poorly fitted or top-dose-only effect, or effect the other way, or a change in a side signal; inactive = no such curve, though single readings can be large or run the other way; the % refers to the polarisation;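 also: polarization taken with two DNA probes labelled with fluorescein and Texas red; potency is read from the fitted curve at half-maximal effect; % of control where 0% means no effect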
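His-tagged ERG Ets domain (1 uM in the protein solution; 300mM KCl, 50mM Tris-HCl, 1mM EDTA, 1mM DTT, pH 7.5) received compound, then a probe mix of 5 nM fluorescein-DNA and 100nM Texas-615-DNA. Fluorescence polarization was read for both dyes.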
Active calls of the source: *; i = inactive; ? = inconclusive; / = no result given; [ ] = remark or other dose. Unless noted, calls follow the shape of the dose curve; as a rule, active = well fitted curve in the direction sought with a large enough effect; inconclusive = small, poorly fitted or top-dose-only effect, or another doubt; inactive = no such curve, though single readings can be large; an effect the other way counts as inactive or inconclusive.

SMILES,Vif-A3F inh,RGS4 inhibitor,LDHA block,Vif-APOBEC3G blk,D2 ag,D2 antagonist,ALOX12 inh,GRP78 ERSR act,ERG-DNA inh
COc1ccc(CCNC(=O)CO/N=C/c2cc3c(cc2Br)OCO3)cc1OC,-16%,-2%,-2,-2%,-0.3,-11,1%,-7%,1%
Cc1cc(C)n(-c2ccc(Cl)c(C(=O)Nc3ccc(-c4nnc5n4CCCCC5)cc3)n2)n1,-1%,-1%[11.4 µM],-3,1%,-0.6,-9,0%,-3%,0%
CC(=O)N(Cc1cccnc1)Cc1cc2ccc(C)cc2[nH]c1=O,0%,-23%,0,-5%,0.1,17,-12%,-4%,1%
CC1CCC(NS(=O)(=O)c2ccc(N3CCCC3=O)cc2)CC1 (stereo not drawn),3%,14%,-2,-4%,0.7,-29,8%,-6%,1%
CC(=O)Nc1cc(-c2ccc(C(=O)NC3CC3)cc2)cn2c(-c3cccc(C(F)(F)F)c3)cnc12,/,/,-3,-5%,/,/,?,12%,/
CCOc1ccccc1NC(=O)Nc1ccc2c(c1)OCO2,-1%,-15%,1,0%,0.1,-4,-2%,10%,-4%
CCC1(C)Cc2ccccc2C(=O)N1 (stereo not drawn),4%,7%,-4,-1%,-0.6,3,50%[activator],-2%,12%
S=C(NCCc1cnc[nH]1)NC1CCCC1,5%,8%[56.9 µM],-7,1%,-0.5,3,i,1%,8%
Cc1c(NC(=O)C2CCCN2C(=O)c2cccs2)c(=O)n(-c2ccccc2)n1C (stereo not drawn),8%,-9%,-6,1%,0.7,-5,0%,-5%,0%
CC1CCN(C(=O)C2CCN(S(=O)(=O)c3cccc4cccnc34)CC2)CC1,-2%,-8%,-2,-5%,0.1,-10,0%,-5%,-9%
COc1ccc(NC(=O)C2(C)CCN2CCOc2ccc(C)cc2)cc1OC (stereo not drawn),/,/,6,1%,/,/,2%,4%,/
CC1(C)O[C@@H]2[C@H](O1)[C@@H](CO)O[C@H]2n1ccc(=O)[nH]c1=O,2%,-3%,3,0%,1.5,-1,-7%,-3%,5%
COc1cccc(NS(=O)(=O)c2ccc3c(c2)NC(=O)C(C)S3)c1 (stereo not drawn),0%,1%,-5,2%,0.5,12,-15%,-2%,6%
C/C(=N/NS(=O)(=O)c1ccc(Br)cc1)c1ccc(C)o1,-1%,3%,-7,-1%,-0.6,-22,1%,-3%,-5%
Cc1ccccc1CN1C(=O)c2ccccc2S1(=O)=O,15%,23%,-7,0%,0.2,-9,-1%,0%,-1%
O=c1nc2s/c(=C\c3ccc(-c4ccccc4[N+](=O)[O-])o3)c(=O)n2nc1-c1ccccc1,-8%,2%,9,-1%,0.4,5,11µM*,-4%,-14%
Cc1nnnn1/C(=C\c1ccccc1)C(=O)OCC(=O)Nc1cccc(S(=O)(=O)N(C)C)c1,-6%,?,-5,?,/,/,-29%,-14%,21%
COc1ccc(N=C2C(=Nc3ccc(OC)cc3)N(c3ccc(OC)cc3)C(=S)N2C)cc1,-15%,43%,-13,1%,-0.3,13,/,-3%,/
Cc1ccc(C2CC(c3ccccc3)=NN2C(=O)CSc2nnc(-c3ccc(Cl)cc3)o2)o1 (stereo not drawn),1%,-25%,-6,1%,-0.6,-11,-3%,-3%,0%
COc1ccc(CCNC(=O)c2ccc3c(c2)CCN3S(=O)(=O)c2ccc(Cl)cc2)cc1,-4%,10%,-6,4%,1.1,/,-20%,-2%,2%
CSc1nc2ccc(NC(=O)c3c(F)cccc3F)cc2s1,11%,-1%,-8,-4%,0.2,9,?,5%,2%
CCOC(=O)C1=CCN(S(=O)(=O)c2ccccc2F)C1c1ccc(C)cc1 (stereo not drawn),/,/,-2,-2%,/,/,4%,-2%,/
CC(=O)N1CC(C)Oc2ccc(S(=O)(=O)NC(CC(=O)O)c3cc(C)ccc3C)cc21 (stereo not drawn),5%,8%,-3,-7%,0.5,-13,1%,0%,-12%
CCOc1ccc(Cn2nnc(C(=O)NCCc3ccc(Cl)cc3)c2N)cc1,-7%,5%,-8,4%,-0.4,6,288%[activator],-6%,2%
Cc1ccccc1NC(=O)Cc1nc(COC(=O)c2ccccn2)cs1,11%,-28%,-4,0%,0.5,-1,?,-4%,-2%
Cc1ccc2[nH]c(=O)c(CN(CCN3CCOCC3)C(=O)Nc3ccc(F)cc3)cc2c1,6%,-9%,-7,-1%,/,/,0%,2%,-7%
O=C(C1CCOCC1)N1CCCC(N2CCN(c3cccc(C(F)(F)F)c3)CC2)C1 (stereo not drawn),1%,-8%,1,0%,0.7,-12,-1%,4%,46%[activator]
CN(CC(=O)NCc1ccc(F)cc1)S(=O)(=O)c1ccc2c(c1)c(=O)n(C)c(=O)n2C,-2%,19%[56.9 µM],-7,1%,0.8,-1,-2%,1%,-1%
Cc1ccc(C(=O)O)cc1N1CCCC1=O,15%,1%,0,1%,-0.4,-5,-6%,-4%,9%
Cc1c(Cl)cccc1NC(=O)Cn1nc(C)n2cccc2c1=O,3%,-10%[56.9 µM],-3,-1%,0.1,20,-20%,0%,-4%

(more compounds)
molecule	Vif-A3F inh	RGS4 inhibitor	LDHA block	Vif-APOBEC3G blk	D2 ag	D2 antagonist	ALOX12 inh	GRP78 ERSR act	ERG-DNA inh
COc1ccc(CCNC(=O)C2CCC(=O)N2CCc2ccccc2)cc1OC (stereo not drawn)	-3%	7%	-2	6%	0.5	-7	4%	-3%	-25%
CC1CCN(C(=O)c2ccc(N3C(=O)c4ccccc4C3=O)cc2)CC1	-6%	14%	-7	3%	0.5	-2	67%[activator]	0%	-18%
OCCCNc1ncnc2c1ncn2[C@H]1CN(Cc2ccc(Cl)cc2)C[C@@H](CO)O1	/	/	-5	0%	/	/	0%	0%	/
COc1ccc(-c2cc(=O)oc3c(C)c(OC(=O)c4cccs4)ccc23)cc1	1%	-2%[11.4 µM]	-6	1%	0.0	7	-4%	1%	14%
CCCc1nc2ccccc2c(C(=O)OC2CCOC2=O)c1CC (stereo not drawn)	-11%	-10%	-3	2%	0.0	1	-22%	4%	-1%
CCN(C(=O)COc1ncnc2ccc(Br)cc12)C1CCS(=O)(=O)C1 (stereo not drawn)	-11%	10%[11.4 µM]	-2	-1%	0.5	-1	0%	-5%	0%
COc1cc(OC)c(OC)cc1/C=C1/Cc2ccccc2C1=O	?	-1%	1	-9%	14	7	0%	-3%	-1%
COc1cc(/C=C/C(=O)O)cc(S(=O)(=O)NNC(=O)c2ccc3c(c2)OCO3)c1OC	4%	4%	5	1%	/	/	-3%	-1%	3%
CCCC(=O)NC(C)c1nc2ccccc2n1Cc1ccccc1 (stereo not drawn)	3%	5%	-4	3%	0.1	/	-11%	-1%	0%
Cc1cc(C)nc(N2CCC(C(=O)Nc3ccc4c(c3)OCO4)CC2)n1	0%	10%	2	1%	0.2	-14	6%	-4%	4%
OCC(O)C(O)C(O)c1cnn(-c2ccccc2)n1 (stereo not drawn)	3%	3%	2	-1%	/	/	-16%	-4%	-8%
CCOC(=O)C1(C)CCCCCN1C(=O)c1ccc(C(=O)OC)cc1 (stereo not drawn)	/	/	-1	0%	/	/	19%	-2%	/
COc1ccccc1C(=O)NCC(=O)N1CCN(S(=O)(=O)c2ccc3c(c2)OCCO3)CC1	2%	2%	0	-6%	0.0	-14	-24%	-3%	3%
COc1ccc(-c2csc(NC(=O)c3cccc(N4C(=O)CCC4=O)c3)n2)cc1OC	-8%	-14%	5	-12%	0.5	-19	107%	3%	/
O=C(COC(=O)COc1ccccc1[N+](=O)[O-])Nc1ccc2c(c1)OCO2	6%	-8%	4	3%	/	/	9%	3%	-6%
CC(=O)Nc1cc2c(cc1Br)OCCO2	-3%	-7%	-1	-5%	1.9	-12	?	-7%	5%
CC(C)(O)[C@H](O)Cc1cc2ccc(=O)oc2cc1O[C@@H]1O[C@H](CO)[C@@H](O)[C@H](O)[C@H]1O	9%	-10%	0	0%	/	/	6%	-5%	5%

As entered above.
Under RGS4 inhibitor, CC(C)(O)[C@H](O)Cc1cc2ccc(=O)oc2cc1O[C@@H]1O[C@H](CO)[C@@H](O)[C@H](O)[C@H]1O is entered as -10%
Under Vif-APOBEC3G blk, COc1ccccc1C(=O)NCC(=O)N1CCN(S(=O)(=O)c2ccc3c(c2)OCCO3)CC1 is entered as -6%
Under D2 antagonist, CC(=O)Nc1cc2c(cc1Br)OCCO2 is entered as -12

Some of the compounds tested; the hit share may differ from the screen's.
